GPR35 arrestin U2OS – inhibition of zaprinast-stimulated GPR35 beta-arrestin translocation – imaging, U2OS, beta-arrestin-GFP, zaprinast agonist, primary screen (AID 2058); U2OS GPR35 beta-arrestin-GFP translocation imaging, zaprinast antagonism; higher % means a stronger effect; one-dose inhibition, % at 10 µM; IC50 in µM for titrated hits; 290,000 compounds, 0.052% hits;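 active = inhibition of at least 50% with at least 30 cells and total cytoplasm GFP at most 10,000,000; inconclusive = under 30 cells or total GFP of 10,000,000 plus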
Siah-1 displacement – Siah-1 peptide-binding antagonists, primary screen, biochemical, fluorescence polarization, rhodamine-plectin, uHTS (AID 1817); Siah-1 / rhodamine-plectin peptide fluorescence polarization; higher % means a stronger effect; displacement, % at 20 µM; hits with a dose series show IC50 in µM; 290,000 compounds, 0.02% hits;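 active = displacement of at least 50% at 20 µM, with a fluorescence ratio check between 0.3 and a set limit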;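 note: plate controls were Siah plus tracer with DMSO for no effect and tracer alone without Siah for full effect; strong numbers were not always called active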
Dengue-2 NS5 capping – Dengue-2 NS5 methyltransferase inhibitors, primary screen, biochemical, confirmation dose response (AID 588689); Dengue-2 NS5 methyltransferase capping enzyme assay, biochemical; higher % means a stronger effect; one-dose inhibition, % at 25 µM; IC50 in µM for titrated hits; 340,000 compounds, 0.3% hits; in the data active = a potency from the dose series; inconclusive = inhibition above about 29% without an active follow-up result
HIV peptide binding – inhibitors of HIV fusion peptide binding, primary screen, biochemical, uHTS, fluorescence dequenching (AID 1986). one-dose inhibition, % at 20 µM; IC50 in µM for titrated hits. 290,000 compounds, 0.3% hits. cell-free peptide binding, fluorescence dequenching, 30 min; higher % means a stronger effect; in the data active = inhibition mostly above about 52%, no sharp cut-off; inactive = mostly below about 76%; note: some results filed as inactive read as strong as hits
NTR1 agonist – NTR1-driven beta-arrestin-GFP spot formation – imaging, U2OS cells, high content, primary screen (AID 493036). 330,000 compounds, 0.17% hits. agonist mode. activation, % at 20 µM. P30989;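 active = activation at or above 40% of the spot to cytoplasm intensity ratio, with at least 20 cells analyzed; inconclusive = wells under 20 cells, flagged as cytotoxic or low count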;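 note: 0% = DMSO without peptide and 100% = 100 nM NTR1 peptide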
Target sequence (P30989 whole entry, looked up): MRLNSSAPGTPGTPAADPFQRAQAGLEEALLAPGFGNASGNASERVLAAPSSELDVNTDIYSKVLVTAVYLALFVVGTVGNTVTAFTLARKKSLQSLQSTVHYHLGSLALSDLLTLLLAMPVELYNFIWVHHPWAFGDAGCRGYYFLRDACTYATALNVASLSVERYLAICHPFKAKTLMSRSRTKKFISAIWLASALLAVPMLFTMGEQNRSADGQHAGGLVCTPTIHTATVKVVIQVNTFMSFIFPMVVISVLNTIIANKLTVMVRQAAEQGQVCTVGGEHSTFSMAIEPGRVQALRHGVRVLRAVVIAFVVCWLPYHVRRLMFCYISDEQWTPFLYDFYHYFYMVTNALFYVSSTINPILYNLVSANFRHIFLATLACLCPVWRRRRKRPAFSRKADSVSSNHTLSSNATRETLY
AID2073 – inhibitors of Mint1-CaV2.2 protein interaction, biochemical, HTRF (AID 2073). 290,000 compounds, 0.19% hits. HTRF protein-protein interaction, Mint1-CaV2.2; higher % means a stronger effect. inhibition, % at 20 µM; hits with a dose series show IC50 in µM; in the data active = inhibition mostly above about 51%, no sharp cut-off; inconclusive = no clear call, values can overlap the other calls; inactive = mostly below about 53%; note: some results filed as inactive read as strong as hits
GPR55 LPI antagonism – GPR55 antagonists blocking LPI-driven arrestin recruitment, primary screen, imaging, U2OS, beta-arrestin-GFP, LPI agonist (AID 2013); 290,000 compounds, 0.13% hits; U2OS GPR55 beta-arrestin-GFP translocation imaging, LPI antagonism; higher % means a stronger effect; inhibition, % at 10 µM; hits with a dose series show IC50 in µM;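 active = spots per cell inhibited over 60%, with over 100 cells counted and total cytoplasm intensity under 500,000; inconclusive = wells with under 100 cells, flagged as likely toxic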;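 note: U2OS cells stably carrying GPR55 and arrestin-GFP stimulated by 5 µM LPI near EC80; imaged beta-arrestin-GFP aggregate spots per cell after agonist stimulation; plate controls were LPI-stimulated DMSO wells for no effect and DMSO wells without LPI for full effect; some results filed as inactive read as strong as hits; confirmed hits need IC50 under 10 µM and bright autofluorescent wells are also inconclusive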
GPR55 activation – GPR55 agonists via beta-arrestin recruitment, primary screen, imaging, U2OS cells, beta-arrestin-GFP redistribution (AID 1961). 290,000 compounds, 0.048% hits. U2OS GPR55 beta-arrestin-GFP redistribution imaging; higher % means a stronger effect. activation, % at 10 µM; hits with a dose series show EC50 in µM;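 active = activation above 40% with more than 50 cells counted in the well; inconclusive = wells holding fewer than 50 cells, flagged as toxic or sparse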;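 note: U2OS osteosarcoma cells stably expressing GPR55 and beta-arrestin-GFP; plate controls were DMSO negative control for no effect and LPI positive control for full effect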
UTI89 phage lysis – inhibition of K1F phage lysis, E. coli UTI89, bacterial capsule biogenesis inhibitors, alamar blue (AID 488966); E. coli UTI89 K1F phage lysis, alamar blue, 2 h; higher % means a stronger effect; inhibition, % at 100 µM; hits with a dose series show IC50 in µM; 340,000 compounds, 0.02% hits;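 active = phage lysis inhibition, versus mean bacterial control, above a set limit; inconclusive = no clear call, values can overlap the other calls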;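 note: capsule biogenesis inhibitors block K1F phage lysis so surviving cells raise fluorescence; higher fluorescence means more inhibition of phage lysis; actives were called in the ten point dose series up to 300 µM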
NTR1 agonist cell count 20 µM – second read-out of NTR1 agonist, no call of its own (marks repeat the call); cell count; measured here: cell count, cytotoxicity flag
Dengue-2 NS5 capping pilot replicate – further read-out of Dengue-2 NS5 capping, marked with its call; inhibition, %; measured here: pilot screen replicate inhibition
* = called active by the depositor; u = inconclusive; x = no result given; [ ] = dose if it differs, or a comment. This is a random part of the collection; overall some 1.2% were active at least once.

SMILES | GPR35 arrestin U2OS | Siah-1 displacement | Dengue-2 NS5 capping | HIV peptide binding | NTR1 agonist | NTR1 agonist cell count 20 µM | AID2073 | GPR55 LPI antagonism | GPR55 activation | UTI89 phage lysis | others
Cc1ccc(-n2nc3c(N4CCC(C(=O)NCCc5ccccc5C)CC4)nnc(C)c3c2C)cc1 | -26.2% | -3.2% | -9.8% | 8.5% | 17.4 | 72 | 12.6% | 11.8% | -0.2% | 0.5%
Cc1ccc(N(CC(=O)N2CCCCCC2)S(=O)(=O)c2ccccc2)cc1 | -13.3% | -3.9% | -6.7% | -1.1% | 0.3 | 41 | -10.4% | 5.4% | -0.2% | 0.1%
O=C1c2ccccc2CN1CCNC(=S)NC1CCCCC1 | -1.9% | 5.7% | -3.7% | 0.5% | -0.7 | 55 | 13.5% | 6.0% | 0.9% | 0.3%
Cc1ccccc1C(=O)NC(=S)Nc1ccccc1N1CCCC1 | -7.7% | 3.5% | -2.8% | -1.9% | 3.6 | 69 | -3.4% | 6.8% | 0.5% | -0.1%
O=C(NNC(=O)c1ccc[nH]1)c1cccc(C(F)(F)F)c1 | -8.8% | 0.4% | -2.6% | 0.9% | -0.3 | 66 | 4.9% | 12.1% | 0.5% | 0.2%
O=C(CSc1nnc(CNC(=O)c2c(F)cccc2Cl)o1)NCc1ccccc1 | 7.4% | -2.0% | -6.4% | 0.3% | -0.6 | 62 | 3.6% | -4.0% | 0.0% | 0.4%
Cc1ccccc1C(=O)NC1CCN(CC(=O)Nc2ccc3c(c2)OCCO3)CC1 | -1.4% | 0.7% | -5.5% | 3.5% | 0.1 | 41 | 6.7% | 4.2% | 0.2% | 0.0%
CCCCc1nc2ccccc2n1Cc1nnc2n1-c1ccccc1SC2 | 5.4% | 0.1% | -5.4% | -0.5% | -0.2 | 36 | -0.2% | 16.1% | 0.2% | -0.5%
COc1ccc2c(=O)c(-c3ccc(OC)c(OC)c3)coc2c1 | 4.8% | -3.7% | -5.8% | 0.1% | 0.3 | 98 | 10.2% | -5.2% | 0.2% | 8.6%
CCN(CC)S(=O)(=O)c1ccc(OCC(=O)NCc2ccco2)cc1 | 18.5% | -1.2% | 8.6% | -0.9% | -0.9 | 40 | -3.0% | -1.1% | 1.1% | 0.1%
O=C(COC(=O)c1sc2ccccc2c1Cl)NC1CCCCC1 | 6.6% | -3.6% | -6.5% | -2.7% | 2.5 | 59 | 12.3% | 7.7% | 0.0% | -0.9%
CCOC(=O)Nc1sc(C)c(C)c1C(=O)OCC | -8.3% | 7.4% | -7.3% | 0.5% | 0.5 | 38 | 0.8% | 5.3% | 0.1% | 5.8%
C=CCc1ccc(OCc2ccc(C(=O)Nc3ccc(NC(C)=O)cc3)o2)c(OC)c1 | 16.8% | -3.9% | -2.0% | 0.4% | -1.1 | 73 | 16.6% | 3.5% | 0.0% | 0.1%
COc1cc(C(=O)OCC(=O)c2c[nH]c3ccccc23)ccc1OCC(=O)N1CCOCC1 | -7.5% | 7.7% | 1.6% | 3.3% | -0.6 | 78 | 17.5% | 4.9% | -0.2% | -0.1%
CC(C)C(=O)Nc1ccc2c(c1)nc(CCN1CCN(c3ccccc3)CC1)n2C | -2.0% | -1.5% | 9.3% | 0.8% | -0.1 | 49 | 0.8% | 1.8% | 0.0% | 0.7%
CCN(CC)C(=S)Nc1c(C)n(C)n(-c2ccccc2)c1=O | -5.4% | -2.7% | -12.7% | 1.6% | -0.8 | 48 | -10.6% | 2.1% | -0.3% | -0.8%
Cc1ccc(C(=O)C2CCN(CC(=O)NCc3ccc(F)cc3)CC2)cc1 | 10.6% | -2.8% | -6.5% | -1.0% | -1.1 | 49 | 8.3% | -5.6% | -0.2% | 0.1%
Cc1ccccc1-n1c(SC/C(O)=C(\C#N)c2nc3ccccc3[nH]2)nnc1-c1ccncc1 | 20.6% | -4.8% | -11.4% | 6.8% | 0.6 | 65 | 21.8% | -1.9% | -0.2% | 4.8%
CCCCCCn1c(Br)nc2c1c(=O)n(C)c(=O)n2C | 15.2% | 3.9% | -3.0% | -1.0% | 1.4 | 41 | -7.7% | 9.2% | -0.1% | -0.3%
CCOC(=O)c1ccc(Nc2ncnc3nc[nH]c23)cc1 | -14.7% | -0.7% | 1.6% | 0.5% | -2.2 | 102 | u | 37.0% | -0.2% | 1.2%
COc1ccc(OCc2ccc(-c3nc4ccccc4c(=O)n3N)o2)cc1 | -0.2% | -3.5% | 0.0% | -0.2% | 0.1 | 66 | 4.0% | 22.9% | -0.1% | -0.3%
Cc1nn(CCN)c(C)c1Cl | 4.1% | 2.8% | 3.1% | -0.7% | -0.1 | 37 | 6.5% | 0.4% | -0.1% | 2.6%
NS(=O)(=O)c1cc(C(=O)Nc2ccc3c(c2)OCCCO3)ccc1Cl | -15.6% | 0.2% | 0.0% | 0.1% | -0.4 | 52 | 5.6% | -11.6% | 0.3% | 0.2%
CC(C)C(=O)Nc1cccc(-c2cnc3ccccc3n2)c1 | 11.6% | 3.7% | 3.2% | 2.2% | 2.0 | 68 | -6.0% | -14.1% | -0.1% | 5.8%
COc1cccc(CC(NC(C)=O)C(=O)NC2CCN(c3c(Cc4ccccc4)c(C)nc4ncnn34)CC2)c1 (stereo unspecified) | 9.8% | -5.2% | -2.6% | -1.4% | 0.3 | 75 | 4.7% | -9.2% | -0.2% | 1.4%[50 µM]

New compounds follow:
SMILES | GPR35 arrestin U2OS | Siah-1 displacement | Dengue-2 NS5 capping | HIV peptide binding | NTR1 agonist | NTR1 agonist cell count 20 µM | AID2073 | GPR55 LPI antagonism | GPR55 activation | UTI89 phage lysis | others
Cc1ccc2nc(-c3cccnc3SCC(=O)N3c4ccccc4CC3C)[nH]c2c1 (stereo unspecified) | -10.8% | -2.0% | 0.0% | -1.6% | 2.1 | 40 | 19.8% | -7.1% | -0.3% | 0.5%
CCN(CC)S(=O)(=O)c1c(Br)cc(C)cc1Br | 7.6% | 3.6% | -9.7% | 0.0% | -1.1 | 89 | -1.0% | 10.3% | 0.3% | -0.6%
CC(=O)NCCC(=O)Nc1cc(S(=O)(=O)Nc2ccc(Cl)cc2)ccc1N1CCCC1 | 2.2% | -2.1% | -8.5% | -2.1% | 0.4 | 85 | -20.6% | 10.3% | 0.4% | 0.0%
N/C(=N\OS(=O)(=O)c1ccc(Br)cc1)c1ccncc1 | 13.1% | 5.6% | -11.6% | 6.9% | -2.8 | 87 | -2.6% | 9.6% | -0.4% | 0.2% | Dengue-2 NS5 capping pilot replicate=4.1
Cc1ccc(N/C(N)=N/c2nc(C)cc(C)n2)cc1 | 9.1% | 4.4% | -0.7% | -0.4% | -2.8 | 62 | -1.2% | 15.5% | -0.2% | 1.3%[50 µM]
CCC(C)NC(=O)CNC(=S)N(Cc1ccccc1)Cc1cccnc1 (stereo unspecified) | -0.4% | -3.2% | -5.9% | 0.4% | 0.7 | 54 | -15.1% | 4.1% | 0.2% | 2.2%[50 µM]
CN(C)S(=O)(=O)c1ccc(Nc2ccc(-c3ccc4c(c3)OCCO4)nn2)cc1 | 1.2% | 2.5% | 2.1% | 0.4% | 1.7 | 46 | 3.6% | 6.1% | 0.0% | -0.1%
CN=c1scc(C)n1/N=C/c1ccc2c(c1)OCO2 | -5.8% | 1.2% | -10.4% | -3.5% | 0.1 | 45 | -9.0% | 9.5% | 0.0% | 2.2%
CCn1c(-c2ccccc2)ccc(C#N)c1=O | 14.6% | -4.7% | -5.8% | -0.6% | 2.3 | 74 | 6.5% | -4.7% | 0.1% | -0.1%
COCCCNS(=O)(=O)c1ccc(C)cc1 | -13.7% | -2.7% | x | 0.1% | -1.7 | 97 | 9.1% | -10.9% | 0.6% | -0.2%
CC(C)CNC(=O)c1cccc(NC(=O)c2ccc(NC(=O)c3ccco3)cc2)c1 | 6.7% | 16.7% | -2.7% | 17.3% | 0.0 | 45 | -1.8% | 0.3% | -0.1% | 2.6%
COc1ccc(N(CC(=O)N/N=C/c2cccs2)S(=O)(=O)c2ccccc2)cc1 | -7.7% | 1.2% | -3.6% | 1.0% | -0.5 | 87 | 2.8% | 5.6% | -0.3% | 1.1%
CNC(=O)C1CC(=O)N(Cc2ccc3c(c2)OCO3)C(=Nc2ccc(OC)cc2)S1 (stereo unspecified) | 20.3% | -4.8% | -4.9% | 2.7% | -0.1 | 67 | 11.8% | -8.2% | 0.0% | 1.0%
CCCCCC(=O)c1ccc(O)cc1O | -5.5% | 3.6% | -3.1% | 0.4% | 2.1 | 49 | 9.7% | 6.7% | 0.7% | 0.7%
Cc1ccc(C(=O)N2CCC(C(=O)c3ccc(Cl)cc3)CC2)cc1 | 2.5% | -2.0% | -7.7% | 0.3% | 0.4 | 58 | 4.6% | 0.6% | -0.3% | 0.1%
Cc1cc2oc(=O)cc(CN(C)Cc3ccccc3F)c2cc1Cl | -3.9% | -0.4% | -6.5% | -0.5% | 6.0 | 50 | 8.5% | 9.5% | -0.1% | -0.1%
O=C(N/C(=C\c1cccnc1)C(=O)N1CCCCC1)c1cccc(Br)c1 | 13.8% | -4.1% | -8.0% | -0.5% | -0.7 | 55 | 0.1% | -0.9% | x | 0.5%
CSc1ccc(CN(C)CC(=O)Nc2cccc(Br)c2)cc1 | 25.2% | -3.9% | 0.0% | -1.9% | 0.3 | 53 | 13.8% | -3.3% | -0.5% | 3.2%
CC(=O)c1cccc(CN2CCN(Cc3ccc(F)cc3)C(CCO)C2)c1 (stereo unspecified) | 6.1% | -3.8% | 4.5% | 0.0% | 0.6 | 93 | 37.4% | 12.1% | -0.1% | 0.0%
O=C(c1ccccc1F)N(Cc1nc2ccccc2c(=O)[nH]1)C1CCCC1 | 2.5% | 6.9% | -6.3% | -0.5% | -0.6 | 57 | 2.8% | 4.2% | -0.2% | -0.8%
CC(C)Cn1c(SCC(=O)N2CCc3ccccc3C2)nc2cc(Cl)ccc2c1=O | 0.0% | 19.8% | 3.2% | 3.5% | 14.1 | 50 | 4.3% | 8.7% | -0.1% | 1.5%[50 µM]
CCC(O)CNc1nc(SC)nc2sc3c(c12)CCN(C)C3 (stereo unspecified) | -3.4% | 6.2% | 2.4% | 6.5% | -0.4 | 72 | 6.6% | 5.2% | -0.3% | 5.8%

Source: PubChem BioAssay
